PGC1a acetyl inh: modulators of PGC1a acetylation; U2OS PGC1a acetylation, AlphaScreen anti-acetyl-lysine; with virally co-expressed GCN5 acetyltransferase; inhibition, % at 15.6 µM; 350,000 compounds, 0.17% hits;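 active = every replicate shows inhibition of at least 40%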;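 note: 0% = neutral control wells and 100% = positive control wells; some results beyond the cut were filed as inactive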
GSIS activator: GLuc luminescence reporter in INS-1E cells, primary screen for activators of glucose-dependent secretion of insulin. INS-1E GLuc reporter insulin secretion, 2-3 h. AID 743287. 370,000 compounds, 0.61% hits. activation, % at 16.6 µM;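 active = lowest replicate activation of at least 40%, so every replicate reaches that level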;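 note: 0% = median of neutral control wells and 100% = median of IBMX positive control wells; some compounds called inactive have numbers as strong as hits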
PglD DTNB: blocks C. jejuni PglD acetyltransferase activity; purified PglD enzyme, DTNB colorimetric CoA detection; inhibition, % at 12.5 µM; 360,000 compounds, 0.098% hits; in the data active = inhibition above about 16%, passing the limit was not always enough; note: strong numbers were not always called active
Cneo AK release: Cryptococcus neoformans lysis via adenylate kinase release; C. neoformans lysis, adenylate kinase release luminescence, 4 h; normalised: neutral wells 0, clomiphene wells 100; lysis activity, % at 15 µM; 360,000 compounds, 0.2% hits; AID 651654;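 active = mean lysis activity across replicates of at least 80%, whatever share of replicates individually reach that level; inactive = mean lysis activity below 80%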
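Assay system: log-phase C. neoformans yeast / Quantity: yeast cell density of 5 × 10^6 cells/mL / Medium: fresh YPD growth medium / Compound: single dose / Timing: static 4 h at 37 °C with compound, 1 h detection / Measured by: adenylate kinase release luminescence / Read-out: lysis from increased AK signal / Benchmarks: Clomiphene as positive lysis control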
ARNT-TACC3 inh: disrupts binding between human ARNT and TACC3 | 390,000 compounds, 0.66% hits | AID 623870 | AlphaScreen His-ARNT PAS-B/GST-TACC3 binding, luminescence; TACC3 fragment carries E629A point mutation | inhibition, % at 9.99 µM | Q9Y6A5;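 active = mean inhibition of replicates at least 50% and at least half of replicates each reaching 50%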;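 note: 0% = complete ARNT plus TACC3 wells and 100% = ARNT alone without TACC3; many hits fall short of the cut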
Statin myotox sup: suppression of simvastatin myotoxicity; 330,000 compounds, 0.78% hits; C2C12 myotubes + simvastatin, ATP luminescence, 48 h; scaled: DMSO 0, geranylgeraniol control 100; rescue of ATP level, % at 7.49 µM;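 active = mean ATP rescue above about 67%, or every replicate alone reaching that limit, limit read from the data, passing the limit was not always enough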;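 note: myotubes were challenged with 10 µM simvastatin during compound exposure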
* = called active by the depositor.

For O=C1N[C@H](Cc2ccccc2)COCc2cn(nn2)CC[C@H]1Cc1ccc(-c2ccccc2)cc1 the results were GSIS activator -14.
`CC(C)CC#Cc1ccc([C@H]2[C@@H](CO)N3C(=O)CN(S(C)(=O)=O)C[C@H]23)cc1` gave GSIS activator -1.
Screening COc1ccc([C@H]2CC=CC[C@@H](C)Oc3ccccc3C(=O)N(C)[C@H](C)C(=O)N2)c(OC)c1 (mixture of isomers) returned GSIS activator -10.
Screening COc1ccc2c3c([nH]c2c1)[C@@H](CO)N(C(=O)c1ccc(F)cc1)CC31CN(C(=O)Nc2ccc(F)cc2)C1 returned GSIS activator -15.
C[C@@H]1COCn2nncc2CCCC(=O)N1 was read as GSIS activator 13.
Screening COc1ccc([C@@H]2CC=CC[C@@H](C)Oc3ccccc3C(=O)N(C)[C@@H](C(C)C)C(=O)N2)c(OC)c1 (mixture of isomers) returned GSIS activator -16.
CC[C@@H]1C/C=C\C[C@@H](c2ccccc2)NC(=O)CCC(=O)N1 was read as GSIS activator 7.
For O=C1N[C@@H](c2ccccc2)COCc2cn(nn2)CC[C@H]1Cc1cccc(Cl)c1 the results were GSIS activator -2.
`CC(C)NC(=O)N(C)C[C@@H]1Oc2ccccc2C(=O)N(C)C[C@H]1C` gave GSIS activator 11.
`C[C@@H]1CN(C)C(=O)Cc2cc(N)ccc2O[C@@H]1CN(C)S(C)(=O)=O` gave GSIS activator -6.
C[C@H]1CN(C)C(=O)c2cccnc2O[C@@H]1CN(C)S(C)(=O)=O was read as GSIS activator 6.
Screening CC(=O)N1CC2(C1)[C@@H](c1ccc(-c3ccccc3C)cc1)[C@H](CO)N2C(C)=O returned GSIS activator -12.
For CC(=O)N1[C@H](CO)[C@@H](c2ccccc2)C12CN(C(=O)CN1CCOCC1)C2 the results were GSIS activator 3.
C[C@H](CO)N1C[C@H](C)[C@@H](CN(C)S(=O)(=O)c2ccc(F)cc2)Oc2c(NS(=O)(=O)c3cn(C)cn3)cccc2C1=O was read as GSIS activator 30.
`CCC(=O)Nc1ccc2c(c1)OC[C@@H](C)N(CC1CCCCC1)C[C@@H](C)[C@H](OC)CN(C)C2=O` gave GSIS activator -6.
COc1ccc(C#Cc2ccc3c(c2)[C@H]2[C@H](CCN2Cc2nccs2)[C@H](CO)N3)cc1 was read as GSIS activator 17.
C[C@@H]1CN(C)C(=O)c2cccc([N+](=O)[O-])c2O[C@H]1CN(C)C(=O)OC(C)(C)C was read as GSIS activator 16.
C[C@H](CO)N1C[C@H](C)[C@@H](CN(C)CC2CCCCC2)Oc2c(NC(=O)Cc3cn(C)c4ccccc34)cccc2C1=O was read as GSIS activator 8.
`CCN(C[C@H]1N[C@H](CO)[C@H]1c1ccc(-c2cccc(C#N)c2)cc1)C(C)=O` gave GSIS activator 0.
CC(=O)N(C)C[C@@H]1Oc2ccc(NC(=O)NC(C)C)cc2CC(=O)N(C)C[C@H]1C was read as GSIS activator 9.
Screening C[C@@H]1CC=CC[C@H](c2cccc(Cl)c2)NC(=O)[C@H](C)N(C)C(=O)c2ccccc2O1 (mixture of isomers) returned GSIS activator -11.
Screening C[C@@H]1CN(C)C(=O)c2cccc(N)c2O[C@@H]1CN(C)S(C)(=O)=O returned GSIS activator 3.
COCC(=O)Nc1ccc2c(c1)OC[C@@H](C)N(CC1CCCCC1)C[C@@H](C)[C@@H](OC)CN(C)C2=O was read as GSIS activator 13.
`C/C=C/c1ccc([C@@H]2[C@H]3CN(C(=O)CN(C)C)CCCCN3[C@H]2CO)cc1` gave GSIS activator 10.
Screening COc1ccc2c3c([nH]c2c1)[C@H](CO)N(Cc1ccccc1F)CC31CN(CC2CC2)C1 returned GSIS activator 7.
Screening C[C@@H]1CCCCO[C@H](CN(C)Cc2ccc(C(=O)Nc3ccccc3N)cc2)[C@@H](C)CN([C@@H](C)CO)C(=O)c2cc(N(C)C)ccc2O1 returned GSIS activator -4.
O=C(Nc1ccccc1)N1CC(=O)N2[C@H](CO)[C@H](c3ccc(-c4ccc(F)cc4)cc3)[C@H]2C1 was read as GSIS activator -32.
For C[C@H]1CN(C)C(=O)Cc2cc(N)ccc2O[C@@H]1CN(C)C(=O)OC(C)(C)C the results were GSIS activator 8.
Screening COc1ccc2c3c([nH]c2c1)[C@H](CO)N(S(=O)(=O)c1ccc(C)cc1)CC31CCN(C(=O)Cc2cccnc2)CC1 returned GSIS activator -5.
Screening O=C(Nc1ccccc1F)N1CC(=O)N2[C@@H](CO)[C@@H](c3ccc(-c4ccc(F)cc4)cc3)[C@@H]2C1 returned GSIS activator -16.
For COc1ccc2c3c(n(C)c2c1)[C@H](CO)N(Cc1ccc(Cl)cc1)CC31CN(C(=O)NC(C)C)C1 the results were GSIS activator -15.
`CNC[C@@H]1Oc2ccccc2C(=O)N(C)C[C@H]1C` gave GSIS activator 5.
For CC(C)[C@@H]1C(=O)N[C@H](c2ccc3c(c2)OCO3)CC=CC[C@@H](C)Oc2ccccc2C(=O)N1C (mixture of isomers) the results were GSIS activator -10.
Screening COc1ccc2c3c([nH]c2c1)[C@@H](CO)N(Cc1ccccc1F)CC31CN(C(=O)C2CCOCC2)C1 returned GSIS activator 4.
CC(C)CC#Cc1ccc([C@@H]2[C@H](CO)N3C(=O)CN(C(=O)NC(C)C)C[C@@H]23)cc1 was read as GSIS activator -10.
Screening COc1ccc2c3c([nH]c2c1)[C@H](CO)N(C(=O)C1CC1)CC31CCN(C(=O)c2ccncc2)CC1 returned GSIS activator 11.
`COc1ccccc1NC(=O)N1CC(=O)N2[C@H](C1)[C@@H](c1ccc(C#CCC(C)C)cc1)[C@@H]2CO` gave GSIS activator 1.
Screening Cc1ccccc1S(=O)(=O)N1C[C@@H]2N[C@H](C1)C2c1ccc(/C=C/c2ccccc2)cc1 (some centres not stated) returned GSIS activator 6.
`O=C1[C@H](Cc2ccc(C(F)(F)F)cc2)CCn2cc(nn2)COC[C@H]2CCCCN12` gave GSIS activator 13.
For C[C@H]1CN(C)C(=O)Cc2cc(N(C)C)ccc2O[C@H]1CN(C)C the results were GSIS activator 14.

Structural class: the entries above containing a tert-butyl group (2)
C[C@@H]1CN(C)C(=O)c2cccc([N+](=O)[O-])c2O[C@H]1CN(C)C(=O)OC(C)(C)C was read as GSIS activator 16.
For C[C@H]1CN(C)C(=O)Cc2cc(N)ccc2O[C@@H]1CN(C)C(=O)OC(C)(C)C the results were GSIS activator 8.

Arranged by formula weight (smallest number first): part of the list above.
For C[C@H]1CN(C)C(=O)Cc2cc(N)ccc2O[C@@H]1CN(C)C(=O)OC(C)(C)C the results were GSIS activator 8.
`CC(C)CC#Cc1ccc([C@H]2[C@@H](CO)N3C(=O)CN(S(C)(=O)=O)C[C@H]23)cc1` gave GSIS activator -1.
C[C@@H]1CN(C)C(=O)c2cccc([N+](=O)[O-])c2O[C@H]1CN(C)C(=O)OC(C)(C)C was read as GSIS activator 16.
For COc1ccc2c3c(n(C)c2c1)[C@H](CO)N(Cc1ccc(Cl)cc1)CC31CN(C(=O)NC(C)C)C1 the results were GSIS activator -15.

Following part.
`CC(C)NC(=O)N(C)C[C@H]1Oc2ccc(N)cc2CC(=O)N(C)C[C@@H]1C` gave GSIS activator 7.
Screening CC(C)[C@@H]1C/C=C\CCNC(=O)[C@H](C)CC(=O)N1 returned GSIS activator 1.
For CCc1cnc(N2[C@H](C#N)[C@@H](c3ccccc3C3=CCCC3)[C@@H]2CO)s1 the results were GSIS activator 2.
O=C(Nc1ccc(F)cc1)N1CC(=O)N2[C@@H](CO)[C@@H](c3ccc(C#Cc4ccccc4)cc3)[C@@H]2C1 was read as GSIS activator -22.
COc1ccccc1-c1ccc([C@H]2[C@@H](CO)N[C@@H]2CNC(=O)C2CCC2)cc1 was read as GSIS activator -6.
CCC(=O)N1CC(=O)N2[C@H](CO)[C@H](c3ccc(C#CC(C)C)cc3)[C@H]2C1 was read as GSIS activator -2.
CC(C)NC(=O)Nc1cccc2c1O[C@H](CN(C)S(C)(=O)=O)[C@@H](C)CN(C)C2=O was read as GSIS activator -10.
`CC(C)NC(=O)Nc1ccc2c(c1)C(=O)N(C)C[C@H](C)[C@@H](CN(C)C)O2` gave GSIS activator 2.
`Cc1cc2cc3c(cc2nc1SCC(=O)Nc1ccccc1)CCC3` gave ARNT-TACC3 inh -4 and Statin myotox sup 2.
`COc1ccc(OC)c(Nc2nc(=O)c3cccnc3s2)c1` gave ARNT-TACC3 inh 3 and Statin myotox sup -4.
Screening O=C(Cn1cc([N+](=O)[O-])cn1)Nc1ccccn1 returned ARNT-TACC3 inh -4 and Statin myotox sup 3.
Screening CC(C)C1Nc2ccc(C(=O)NC3CCCCC3)cc2NC1=O (configuration not stated) returned ARNT-TACC3 inh 2 and Statin myotox sup -18.
For Cc1cc(C)c(N(C(=O)Cn2nnc3ccccc32)C(C(=O)NC(C)(C)C)c2ccsc2)c(C)c1 (configuration not stated) the results were ARNT-TACC3 inh -9 and Statin myotox sup 7.
`COc1ccc(OCC(=O)N2CCOCC2)cc1` gave ARNT-TACC3 inh -3 and Statin myotox sup 3.
For Cc1onc(-c2ccccc2Cl)c1C(=O)NCCN1Cc2ccccc2C1=O the results were ARNT-TACC3 inh 5 and Statin myotox sup -7.
`COc1cc(C(=S)N2CCCCC2)ccc1O` gave ARNT-TACC3 inh -33 and Statin myotox sup -2.
Screening O=C(COc1ccc(Cl)cc1Cl)NC(=O)N1CCCCC1 returned ARNT-TACC3 inh -4 and Statin myotox sup -4.
O=C(CNc1ccccc1)Nc1ccc(F)cc1 was read as ARNT-TACC3 inh -2 and Statin myotox sup 1.
`CCNC(=O)N1CCOCC1` gave ARNT-TACC3 inh -2 and Statin myotox sup -2.
Screening COc1ccc(CC(C)N2CCN(c3ccccc3)CC2)cc1OC (configuration not stated) returned ARNT-TACC3 inh -7 and Statin myotox sup -3.
For C=CCNc1nc(N)c([N+](=O)[O-])c(NCc2ccccc2)n1 the results were ARNT-TACC3 inh -15 and Statin myotox sup 15.
Screening COc1ccc(C(=O)/C=C/c2ccccc2C(F)(F)F)cc1 returned ARNT-TACC3 inh -8 and Statin myotox sup -3.
Screening Cn1nnc(NCc2cc(Br)ccc2OCc2cccs2)n1 returned ARNT-TACC3 inh -1 and Statin myotox sup 14.
Screening Cc1ccc(CN(C(=O)CNC(=O)c2cccs2)C(C(=O)NCC2CCCO2)c2ccccc2)cc1 (configuration not stated) returned ARNT-TACC3 inh -11 and Statin myotox sup -2.
COCCNC(=O)C(C)OC(=O)c1cc2occc2n1C (configuration not stated) was read as PGC1a acetyl inh 1 and Statin myotox sup 7.
For CCCN1C[C@@H](C)[C@H](OC)CN(C)C(=O)c2cc(NC(=O)Nc3cccc(OC)c3)ccc2OC[C@H]1C the results were PGC1a acetyl inh -28 and Statin myotox sup 19.
`CC(C)C[C@H](NC(=O)OC(C)(C)C)C(=O)N1CCC(C(=O)N[C@@H](Cc2ccccc2)C(=O)O)CC1` gave PGC1a acetyl inh -21 and Statin myotox sup 16.
For Cc1n[nH]c(C)c1C(=O)CC1(O)C(=O)N(Cc2ccccc2)c2ccc(Br)cc21 (configuration not stated) the results were PglD DTNB -2 and Cneo AK release 1.
`COC(CN(C(=O)CCl)C(C(=O)NC1CCCC(C)C1C)c1ccc(C)cc1)OC` (configuration not stated) gave PglD DTNB -6 and Cneo AK release 7.
`Cc1cccc(N2CCN(S(=O)(=O)c3ccc4c(c3)n(C)c(=O)c(=O)n4C)CC2C)c1` (configuration not stated) gave PglD DTNB 12 and Cneo AK release -3.
CCOc1ccccc1C(=O)N(CN1CCCC1=O)c1cccc(Cl)c1 was read as PglD DTNB 3 and Cneo AK release 9.
Screening CCc1ccc(N(C(=O)Cc2cccs2)C(C(=O)NC2CCCCC2)c2cn(C)nc2C)cc1 (configuration not stated) returned PglD DTNB -3 and Cneo AK release -4.
Screening Cn1c(=O)c(=O)n(C)c2cc(S(=O)(=O)N3CCCCCC3)ccc21 returned PglD DTNB -5 and Cneo AK release 0.

Fetched by compound from above (two):
Screening Cn1nnc(NCc2cc(Br)ccc2OCc2cccs2)n1 returned ARNT-TACC3 inh -1 and Statin myotox sup 14.
For C=CCNc1nc(N)c([N+](=O)[O-])c(NCc2ccccc2)n1 the results were ARNT-TACC3 inh -15 and Statin myotox sup 15.

These rows are one share of the data, so the mix of outcomes need not match the whole.
